HepG2 viability: qHTS for Inhibitors of TGF-b: Cytotox Counterscreen | hit rate 0.76% among 410,000 | AID 588856, 2011 | HepG2 CAGA-GFP viability, ATP luminescence, 18 h | Potency, µM (series often up to 46.1 µM), inactives show top-dose activity change, negative = cytotoxicity, usual class: cytotoxic; note: some results filed as inactive show a strong effect at the top dose
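HepG2 CAGA-GFP cells (1000/well, DMEM with 1% FBS) received compound, then TGF-beta at 500 pg/mL final, and were incubated 18 hours at 37 degrees C. Viability was read by CellTiter-Glo luminescence. Media-only wells were set as complete cell-killing and DMSO as no toxicity.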
Nrf2 activator: qHTS of Nrf2 Activators; AID 624171, 2012; AREc32 ARE-luciferase reporter (MCF7-derived line), luminescence, 24 h; Potency, µM (titrated, usually from 46.1 µM), inactives show at the top dose activation, hits mostly activators; hit rate 0.31% among 410,000; note: % of control where 0% means no effect; nearly all actives have a fitted effect of over 65% in size
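Nrf2 activation is followed as ARE-luciferase induction in the AREc32 line after one day of compound treatment; luminescence is read with Steady-Glo.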
Nrf2 inh: Nrf2 qHTS screen for inhibitors; A549 ARE-Fluc reporter, luciferase luminescence, 18-24 h; Potency, µM (highest dose often 46 µM), inactives show top-dose activity change, negative = inhibition, hits mostly inhibitors; hit rate 2.1% among 360,000; AID 504444, 2011; note: % is set by controls: 0 for no effect and ±100 for the full control effect; nearly all actives have a fitted effect of over 60% in size
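Two sequential reads on A549 ARE_Fluc cells exposed to compound for 18-24 h: a CellTiter-Fluor fluorescence read for viability, then a luciferase luminescence read for Nrf2/ARE activity.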
A549 viability: Nrf2 qHTS screen for inhibitors: counterscreen for cytotoxicity; A549 ARE-Fluc cells, CellTiter-Fluor viability, 18-24 h; Potency, µM (highest dose often 46 µM), for the others: top-dose activity change, negative = cytotoxicity, actives largely listed as inhibitors; hit rate 0.16% among 390,000; AID 504648, 2011; note: % is set by controls: 0 for no effect and ±100 for the full control effect
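A549 ARE-Fluc cells in 5% FBS OPTI-MEM, 5000 cells/well, rested 2 h then exposed to compounds in concentration-response for 18-24 h at 37 °C. Viability by CellTiter-Fluor fluorescence (Ex 405/Em 525) after 30 min; luciferase luminescence (BugLite, 15 min, RT) read afterwards.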
TGFb inhibitor: qHTS for Inhibitors of TGF-b. Potency, µM (titrated, usually from 46.1 µM), for the others: at the top dose activity, negative = inhibition, actives largely listed as inhibitors. hit rate 1.2% among 410,000. AID 588855, 2011. HepG2 CAGA-GFP TGF-b/SMAD3 reporter, GFP fluorescence, 18 h; TGF-beta stimulated, 500 pg/mL final; note: % is set by controls: 0 for no effect and ±100 for the full control effect; nearly all actives have a fitted effect of over 65% in size
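Using HEPG2 CAGA-GFP reporter cells at 1000 cells/well, we pinned test compounds, stimulated with recombinant TGF-beta (500 pg/mL final) and measured total well GFP after 18 h.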
MCF10A rereplic: A quantitative high throughput screen for small molecules that induce DNA re-replication in MCF 10a normal breast cells. MCF 10A DNA re-replication, Hoechst nuclear intensity, 48 h. Potency, µM (top dose mostly 46.1 µM), for inactives: at the highest dose activity, positive = re-replication, actives largely listed as activators. hit rate 2.9% among 350,000. AID 624296, 2012; note: % of control where 0% means no effect; nearly all actives have a fitted effect of over 50% in size
ATXN2 expr inh: Primary qHTS for Inhibitors of ATXN expression. HEK-293 ATXN2-luciferase reporter, luminescence, 24 h. Potency, µM (highest dose often 57 µM), without a hit: at the highest dose activity change, negative = inhibition, actives largely listed as inhibitors. hit rate 0.72% among 360,000. AID 1745845, 2022; note: % is set by controls: 0 for no effect and ±100 for the full control effect; nearly all actives have a fitted effect of over 55% in size
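qHTS (up to 57 uM final) was run with 24 h compound exposure of reporter cells at 37 °C. Each well was multiplexed: SteadyGlo luminescence measured ATXN2-luciferase expression after a fluorogenic Gly-Phe-AFC viability readout (25 uM final).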
ATXN viability: Viability Counterscreen for Primary qHTS for Inhibitors of ATXN expression. hit rate 0.49% among 400,000. Potency, µM (highest dose often 56.7 µM), hits mostly cytotoxic. S2 cells (HEK-293 line with an ATXN2-luciferase reporter) viability, CellTiter-Fluor protease fluorescence, 24 h. AID 651635, 2014; note: nearly all actives have a fitted effect of over 40% in size
EPAC2 antagonist: qHTS for Antagonist of cAMP-regulated guanine nucleotide exchange factor 2 (EPAC2): primary screen | Rap guanine nucleotide exchange factor 4 (Homo sapiens), Q8WZA2 | EPAC2 GEF exchange of Rap1B-BODIPY-GDP, fluorescence | Potency, µM (doses to about 114 µM), for the others: at the highest dose activity, negative = inhibition, most hits filed as inhibitors | hit rate 0.18% among 360,000; note: % is set by controls: 0 for no effect and ±100 for the full control effect; nearly all actives have a fitted effect of over 45% in size; many of its hits are not listed in these tables
Target sequence (Q8WZA2 whole entry, looked up): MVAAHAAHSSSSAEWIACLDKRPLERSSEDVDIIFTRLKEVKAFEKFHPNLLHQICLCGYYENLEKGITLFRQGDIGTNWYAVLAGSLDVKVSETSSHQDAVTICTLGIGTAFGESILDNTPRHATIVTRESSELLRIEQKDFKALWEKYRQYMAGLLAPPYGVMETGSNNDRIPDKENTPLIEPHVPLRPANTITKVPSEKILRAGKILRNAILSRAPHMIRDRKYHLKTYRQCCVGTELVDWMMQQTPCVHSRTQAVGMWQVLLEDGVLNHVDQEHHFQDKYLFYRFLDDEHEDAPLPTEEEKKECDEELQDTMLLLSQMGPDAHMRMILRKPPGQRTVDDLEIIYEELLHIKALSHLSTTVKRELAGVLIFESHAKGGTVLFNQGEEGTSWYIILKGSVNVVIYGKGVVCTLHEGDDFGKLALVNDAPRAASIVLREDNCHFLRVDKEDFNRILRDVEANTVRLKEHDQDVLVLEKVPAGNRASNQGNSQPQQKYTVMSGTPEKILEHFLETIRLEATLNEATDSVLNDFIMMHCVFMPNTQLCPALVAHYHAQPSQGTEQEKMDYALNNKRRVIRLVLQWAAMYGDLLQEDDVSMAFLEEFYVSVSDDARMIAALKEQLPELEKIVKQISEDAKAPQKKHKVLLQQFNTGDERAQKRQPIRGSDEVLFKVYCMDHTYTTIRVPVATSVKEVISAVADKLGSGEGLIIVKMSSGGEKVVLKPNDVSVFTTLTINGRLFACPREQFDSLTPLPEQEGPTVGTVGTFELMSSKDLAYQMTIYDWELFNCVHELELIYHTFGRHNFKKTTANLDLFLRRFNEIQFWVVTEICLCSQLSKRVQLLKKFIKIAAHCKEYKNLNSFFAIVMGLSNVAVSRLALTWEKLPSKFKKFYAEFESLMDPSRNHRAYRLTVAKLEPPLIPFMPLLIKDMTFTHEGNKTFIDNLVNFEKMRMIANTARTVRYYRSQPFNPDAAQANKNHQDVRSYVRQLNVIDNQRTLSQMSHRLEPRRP
* marks the source's active call; other numbers are inactive results; i = inactive; ? = inconclusive; . = not tested or not shown; & = joins results of further samples; [ ] = dose if it differs, or a comment. Calls come from the whole dose curve; as a rule, active = well fitted curve in the direction sought with a large enough effect; inconclusive = small, poorly fitted or top-dose-only effect, or another doubt; inactive = no such curve, though single readings can be large; an effect the other way counts as inactive or inconclusive. Potency is the fitted concentration of half-maximal effect. Only part of the results is shown. The share of hits here may be higher or lower than overall.

molecule,HepG2 viability,Nrf2 activator,Nrf2 inh,A549 viability,TGFb inhibitor,MCF10A rereplic,ATXN2 expr inh,ATXN viability,EPAC2 antagonist
COc1ccc(-c2noc(CNS(=O)(=O)c3ccc(NC(C)=O)cc3)n2)cc1,4%,0.2%,-7%,-3%,2%,14%,-8%,i,-6%
O=C(Nc1ccc(F)cc1)c1cc2ccccc2o1,-27%,?,?,-2%,-2%,3%,.,?,-8%
COc1ccc2oc(C(=O)Nc3ccccc3N3CCOCC3)c(C)c2c1,-3%,5.8%,5%,7%,10%,4%,-21%,i,7%
COc1cc(OC)c(NS(=O)(=O)c2c(C)nc3sc(C)cn3c2=O)cc1Cl,-11%,-0.2%,-25%,2%,-20%,.,.,.,.
c1cc2c(cnc3cscc32)s1,-8%,13%,7%,0%,-2%,12%,.,i,-2%
O=C(OCCCCOC(=O)c1ccccc1)c1ccccc1,14%,11%,12%,12%,-16%,3%,5%,i,-12%
CCN(CC(=O)NCc1ccc(Cl)cc1)C(=O)Cc1ccc(OC)cc1,7%,-0.3%,-10%,-5%,-2%,-18%,2%,i,-1%
Cn1nccc1C(=O)N1CCOCC1,12%,0.2%,9%,11%,1%,6%,-10%,i,-3%
Cn1ccc2c(/C=C/c3ccc(F)cc3)cc3c(c21)C1CCC3C1 (configuration not stated),1%,0.3%,.,.,-35%,.,-14%,i,-6%
O=C(CSc1n[nH]c(-c2cccnc2)n1)Nc1ccc(Cl)cc1,9%,-0.5%,-28%,-5%,-6%,-7%,-12%,i,2%
CCNc1nc(NC(C)(C)C)nc(Oc2ccc(=O)n(-c3ccccc3)n2)n1,13%&-23%,0.6%&-0.8%,-22%&-29%,1%&0%,?,-5%,-2%,i,12%[57.1 µM]
O=C1CCCN1CC(=O)N1CCCC(N2CCN(c3cccc(Cl)c3)CC2)C1 (configuration not stated),-11%,-0.3%,3%,4%,-15%,1%,6%,i,-9%
CC(C(=O)NCc1cccs1)N1C(=O)c2ccccc2C1=O (configuration not stated),0%,-0.2%,13%,-4%,5%,-4%,1%,?,2%
Cc1ccc(NC(=O)OC(C)CNC(=O)Oc2cccc(C)c2)cc1 (configuration not stated),-4%,-0.3%,17%,12%,12%,25%,.,i,-13%
Cc1cc(C)n2c(Nc3ccc4c(c3)OCCO4)c(C3CC3)nc2n1,.,0.9%,.,.,.,.,-13%,?,5%
CCN(CC)CC#CCC1(O)c2ccccc2-c2ccccc21,-7%,0.3%,-13%,5%,6%,0%,-7%,i,-10%
Cc1cccc(OC(C)C(=O)Nc2nonc2-c2ccc(Br)cc2)c1C (configuration not stated),-5%,0.5%,?,10%,-10%,.,-6%,i,.
Clc1ccc(-c2c[nH]c3ccccc23)nn1,-1%,?,?,-2%,4%,10%,6%,i,-2%
COC(=O)/C(=C(/F)Sc1cc(C)c(O)c(C)c1)C(F)(F)F,-98%,3.4%,-10%,-7%,?,26µM*,-15%,i,-15%
CCOc1ccccc1CNC(=O)CCC(=O)N1Cc2ccccc2Oc2ncccc21,-2%,-0.4%,-8%,-1%,-8%,-1%,-12%,i,-8%
COc1ccc(C2C(=O)N(C3CCC(C)CC3)CC(=O)N2CCC2=CCCCC2)cc1OC (configuration not stated),-15%,-0.1%,.,-4%,0%,.,.,.,.
Cc1ccc(S(=O)(=O)NCCC(=O)N2CCN(Cc3ccccc3)CC2)cc1,-37%,1.9%,-19%,16%,-5%,-4%,5%,i,-1%
CC1(C(=O)NNC(=O)c2cccc([N+](=O)[O-])c2)CC1(Br)Br (configuration not stated),4%,19%,-19%,-8%,-4%,5%,11%,i,5%
CC(=O)Nc1cccc2c1C(=O)N(c1ccc(C)cc1)C2=O,-7%,4.1%,?,0%,-3%,2%,4%,i,-11%
Cc1cc(OCC(=O)NC2CCN(C)CC2)ccc1[N+](=O)[O-],-13%,-1.7%,5%,-1%,11%,?,14%,i,0%
O=C(C1CCCN1S(=O)(=O)c1cccc2cccnc12)N1CCN(c2ccccc2)CC1 (configuration not stated),4%,-0.2%,-10%,0%,-8%,5%,-8%,i,-4%
Cc1ccc(NC(=O)C2CCN(C(=O)c3cnn(-c4ccccc4)c3-n3cccc3)CC2)cc1C,-29%,0.3%,?,-16%,?,.,?,?,.
COc1ccc(Cl)cc1NC(=O)CN(c1cccc(C)c1C)S(C)(=O)=O,-7%,3.7%,12%,0%,?,.,?,i,.
COc1ccc(-c2nc3nc(C)c(Cc4ccccc4)c(=O)n3[nH]2)cc1,3%,0.5%,?,2%,-13%,-3%,29%,i,10%
Cc1cccc(NCc2ccccc2)c1,1%,-0.1%,9%,2%,1%,3%,4%,i,?

Given with two lines to a compound: part of the list above
Values run as follows: HepG2 viability	Nrf2 activator	Nrf2 inh	A549 viability	TGFb inhibitor	MCF10A rereplic	ATXN2 expr inh	ATXN viability	EPAC2 antagonist
Cc1ccc(S(=O)(=O)NCCC(=O)N2CCN(Cc3ccccc3)CC2)cc1
  -37%	1.9%	-19%	16%	-5%	-4%	5%	i	-1%
Cn1ccc2c(/C=C/c3ccc(F)cc3)cc3c(c21)C1CCC3C1 (configuration not stated)
  1%	0.3%	.	.	-35%	.	-14%	i	-6%

(more compounds)
molecule,HepG2 viability,Nrf2 activator,Nrf2 inh,A549 viability,TGFb inhibitor,MCF10A rereplic,ATXN2 expr inh,ATXN viability,EPAC2 antagonist
CCOc1ccc(Nc2ncnc3c2cnn3-c2ccc(F)cc2)cc1,-25%,0.0%,.,-2%,-3%,.,4%,i,.
C=C(C)C(=O)N1CCN(C(=O)C(=C)C)c2ccccc21,10%,-1.0%,4%,-4%,26%,-1%,-2%,i,1%
COc1ccccc1N1CCN(/N=C/c2ccc(O)cc2O)CC1,-7%,3.6%,?,1%,-23%,-1%,31%[activator],i,-8%
O=C1C(Cc2ccc(O)cc2)NC(=S)N1c1ccccc1 (configuration not stated),-5%,3.9%,7%,-1%,-1%,4%,1%,i,11%
COc1ccc(CC(=O)N2CCCC(C)C2)cc1 (configuration not stated),1%,0.2%,2%,3%,10%,0%,15%,i,14%
CCc1ccc(-n2c(CCC(=O)O)ccc2-c2ccc(F)cc2)cc1,-17%,0.6%,-8%,7%,?,.,1%,i,.
Cc1ccc(CCNC(=O)c2sc3nc4n(c(=O)c3c2C)CCC4)cc1,-3%,0.8%,24%,9%,4%,6%,13%,i,-9%
Cc1ccc(C)n1-c1ccc(C(=O)/C=C/N(C)C)cc1,-29%,25%,9%,-12%,-21%,23µM*,-37%,i,-11%
O=C(CSc1ccc(Cl)cc1)N1CCN(c2ccc(Cl)cc2[N+](=O)[O-])CC1,-15%,3.0%,?,?,?,18µM*,-4%,i,-8%
O=C(c1cnc(N2CCN(c3ncccn3)CC2)c2ccccc12)N1CCN(c2ncccn2)CC1,-24%,0.4%,?,-2%,-2%,?,-17%,i,10%
CN(C)c1nc(OCCNC(=O)COc2ccccc2Cl)nc(N(C)C)n1,-14%,-0.2%,-14%,3%,-12%,?,-7%,i,-1%
CCCCCCOc1ccc(-c2nc3ccc(Br)cc3c(=O)o2)cc1,1%,-0.8%,0%,-5%,-3%,.,1%,i,.
O=C(CSc1nnc(CNC(=O)c2ccco2)o1)Nc1ccccc1F,-1%,-0.4%,1%,3%,0%,-2%,0%,i,3%
COc1cccc(-c2cc3nc(-c4ccccc4)cc(N4CCCC(O)C4)n3n2)c1 (configuration not stated),-32%,-1.2%,?,-4%,13µM*,18µM*,.,i,-19%[57.1 µM]
COc1ccc(-n2c(CCC(=O)O)ccc2-c2ccccc2)c(OC)c1,-2%,5.9%,16%,0%,5%,.,46%[activator],i,.
Cc1ccc(/C=C2/CNC/C(=C/c3ccc(C)cc3)C2=O)cc1,-51%,?,?,?,10µM*,?,?,?,15%
Cc1ccc2[nH]cc(CCNC(=O)c3ccc([N+](=O)[O-])cc3)c2c1,-39%,0.2%,-28%,1%,-18%,-6%,-12%,i,7%
CC(C)CN(C(=O)CCC1CCCCC1)c1c(N)n(CC(C)C)c(=O)[nH]c1=O,-8%,0.0%,-1%,1%,-21%,-18%,-4%,i,35%[activator]
CCN(CC)C(=O)c1ccc(COc2ccccc2Cl)o1,-13%,3.0%,24%,-8%,-22%,8%,-2%,i,-10%
CC(=O)Nc1ccc2nc(-c3cccs3)[nH]c2c1,3%,10%,?,-1%,1%,0%,41%[activator],i,-5%
Cc1ccc(OCC(=O)Nc2ccc(NC(=O)c3ccccc3)c(C)c2)cc1,5%,-0.5%,5%,-3%,8%,?,-14%,i,5%
CCOc1ccc(NS(=O)(=O)c2cc(OC)ccc2OC)cc1,-8%,0.0%,-12%,-3%,-3%,-4%,2%,i,-2%
CC(C)C(OC(=O)c1cc2occc2n1C)C(=O)NCc1ccc2c(c1)OCO2 (configuration not stated),-31%,1.7%,?,-3%,?,0%,-8%,i,-12%
CCC(=O)NCCc1nc2cc(NC(=O)c3ccc(F)cc3)ccc2n1C,-1%,3.1%,?,2%,6%,-7%,.,i,-3%
CCOc1cc(/C=C2\C(=O)N(c3nc(-c4ccc(Br)cc4)cs3)N=C2c2ccccc2)ccc1O,-39%,-0.1%,-2%,-20%,?,12%,-4%,i,3%
COc1ccc2cc(CN(CC3CCCO3)S(=O)(=O)c3ccc(C(C)=O)cc3)c(=O)[nH]c2c1 (configuration not stated),-2%,-0.4%,9%,-2%,11%,3%,4%,i,-5%
O=C(/C=C/c1ccc(S(=O)(=O)N2CCOCC2)cc1)NCc1ccccc1Cl,-30%,-0.5%[9.22 µM],-22%,8%,-19%,?,-8%,i,3%
O=C(CSc1nc2c(c(=O)n1-c1ccc(Br)cc1)SCC2)NCC1CCCO1 (configuration not stated),3%,-0.2%,-24%,-6%,-12%,-2%,?,i,-4%
